GoLoco inh red = qHTS Assay for Inhibitors of RGS12 GoLoco Motif Activity (Red Fluorophore) | Potency, µM (top dose mostly 61.6 µM), inactives show at the highest dose activity, negative = inhibition, actives largely listed as inhibitors | 230,000 compounds, 0.44% hits | Gai1:RGS12 GoLoco peptide FP, rhodamine, 10 min; active = well fitted inhibition curve with a large enough effect, not every such curve was filed as active; inactive = no such curve, though single readings can be large or run the other way; note: nearly all actives have a fitted effect of over 30% in size; many of its hits are not listed in these tables
Target sequence (P63096 whole entry, looked up): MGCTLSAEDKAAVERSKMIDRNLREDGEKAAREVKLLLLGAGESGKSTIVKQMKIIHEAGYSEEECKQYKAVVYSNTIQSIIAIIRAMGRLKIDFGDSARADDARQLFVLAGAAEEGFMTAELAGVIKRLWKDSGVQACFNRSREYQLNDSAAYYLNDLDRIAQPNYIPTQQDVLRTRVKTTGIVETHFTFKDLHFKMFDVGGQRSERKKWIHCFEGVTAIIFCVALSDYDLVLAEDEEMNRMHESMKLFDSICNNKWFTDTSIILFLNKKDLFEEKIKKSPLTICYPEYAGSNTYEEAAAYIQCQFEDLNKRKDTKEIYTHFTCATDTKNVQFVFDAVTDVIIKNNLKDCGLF
Tau ThT inhib = qHTS for Inhibitors of Tau Fibril Formation, Thioflavin T Binding. Microtubule-associated protein tau (Homo sapiens), P10636. recombinant tau K18 P301L (four-repeat tau fragment), heparin-induced fibrillization, ThT fluorescence. Potency, µM (highest dose often 57.4 µM), inactives show at the top dose activity, negative = inhibition, actives largely listed as inhibitors. 270,000 compounds, 2.1% hits. AID 1460, 2008; note: nearly all actives have a fitted effect of over 55% in size
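Heparin-induced (20 uM) aggregation of recombinant human K18 P301L tau, 15 uM unlabeled with 0.24 uM labeled, pH 7 acetate buffer, 6 hr at 37 C with compound. Fibrils quantified by 30 uM ThT fluorescence after 1 hr ambient incubation.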
TR SRC2 fluor cs = Total Fluorescence Counterscreen for Inhibitors of the Interaction of Thyroid Hormone Receptor and Steroid Receptor Coregulator 2 | TRb/SRC2 Texas Red total fluorescence interference | Potency, µM (series often up to 106 µM), for the others: at the top dose fluorescence change, negative = quenching | 280,000 compounds, 0.29% hits; active = well fitted curve in either direction with a large enough effect; inconclusive = small, poorly fitted or top-dose-only effect
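Human TRb ligand-binding domain at 0.6 uM with 20 nM Texas Red SRC2 peptide in Tris buffer containing 1 uM T3 and 5% DMSO, incubated with compound 5 h at ambient temperature. Total fluorescence (555/632 nm) calculated as parallel + 2 × perpendicular.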
L3MBTL1 inh = qHTS Assay for the Inhibitors of L3MBTL1; 230,000 compounds, 0.66% hits; Lethal(3)malignant brain tumor-like protein 1 (Homo sapiens), Q9Y468; AlphaScreen L3MBTL1–H3K9me1 peptide binding; Potency, µM (series often up to 57.1 µM), without a hit: at the top dose activity, negative = inhibition, actives largely listed as inhibitors; note: nearly all actives have a fitted effect of over 60% in size
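AlphaScreen proximity signal between nickel-chelate acceptor and streptavidin donor beads (final 10 ug/mL) reports binding of 50 nM L3MBTL1 to 75 nM biotin-H3 K9me1 peptide; complex incubated with compounds 30 min at room temperature; cefsulodin titration as control.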
RECQ1 helicase = qHTS Assay for Inhibitors of RecQ-Like Dna Helicase 1 (RECQ1); ATP-dependent DNA helicase Q1 (Homo sapiens), P46063; RECQ1 DNA unwinding, red fluorescence kinetic read; Potency, µM (highest dose often 57.3 µM), for the others: at the highest dose activity, negative = inhibition, most hits filed as inhibitors; 240,000 compounds, 0.54% hits;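 note: plate controls were vehicle for no effect and no enzyme for full effect; nearly all actives have a fitted effect of over 30% in size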
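50 nM RECQ1T1 preincubated 15 min with compound in Tris pH 8.0 buffer with MgCl2, DTT, Tween-20 and 2.5 ug/ml poly(dI-dC); started with 200 nM TAMRA/BHQ-2 forked duplex and 2 mM ATP. Unwinding read as fluorescence (525/598 nm), two reads 2 h apart.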
KDM4E inh = qHTS Assay for Inhibitors of Human Jumonji Domain Containing 2E (JMJD2E); Potency, µM (highest dose often 57.1 µM), inactives show at the top dose activity change, negative = inhibition, hits mostly inhibitors; 230,000 compounds, 1.6% hits; JMJD2E catalytic domain, FDH-coupled NADH fluorescence (FDH is formaldehyde dehydrogenase); Lysine-specific demethylase 4E (Homo sapiens), B2RXH2; active = well fitted inhibition curve with a large enough effect, not every such curve was filed as active; inconclusive = small, poorly fitted or top-dose-only effect, or another doubt; inactive = no such curve, though single readings can be large or run the other way;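 note: 0% = wells with enzyme and -100% = buffer wells without enzyme; nearly all actives have a fitted effect of over 50% in size; many of its hits are not listed in these tables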
Tau FP inhib = qHTS for Inhibitors of Tau Fibril Formation, Fluorescence Polarization | Microtubule-associated protein tau (Homo sapiens), P10636 | K18 P301L tau heparin fibrillization, Alexa594 FP, 6 h | Potency, µM (titrated, usually from 57.7 µM), for the others: at the top dose activity, negative = inhibition, usual class: inhibitors | 280,000 compounds, 0.39% hits | AID 1468, 2008; note: nearly all actives have a fitted effect of over 55% in size
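Steps: dispense K18 P301L tau (15 uM plus 0.24 uM Alexa 594 tracer, final) in pH 7 sodium acetate; add compound; add heparin (20 uM final); incubate 6 hr, 37 C; add ThT (30 uM final); after 1 hr ambient, read FP.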
TRb SRC2 PPI = qHTS for Inhibitors of the Interaction of Thyroid Hormone Receptor and Steroid Receptor Coregulator 2. Thyroid hormone receptor beta (Homo sapiens), P10828. TRbeta-SRC2 peptide binding, fluorescence polarization; receptor liganded with 1 µM T3. Potency, µM (doses to about 106 µM), for inactives: at the highest dose activity change, negative = inhibition, usual class: inhibitors. 280,000 compounds, 0.065% hits. AID 1469, 2008;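 note: plate controls were bound peptide for no effect and peptide without receptor for full effect; nearly all actives have a fitted effect of over 50% in size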
Target sequence (P10828 whole entry, looked up): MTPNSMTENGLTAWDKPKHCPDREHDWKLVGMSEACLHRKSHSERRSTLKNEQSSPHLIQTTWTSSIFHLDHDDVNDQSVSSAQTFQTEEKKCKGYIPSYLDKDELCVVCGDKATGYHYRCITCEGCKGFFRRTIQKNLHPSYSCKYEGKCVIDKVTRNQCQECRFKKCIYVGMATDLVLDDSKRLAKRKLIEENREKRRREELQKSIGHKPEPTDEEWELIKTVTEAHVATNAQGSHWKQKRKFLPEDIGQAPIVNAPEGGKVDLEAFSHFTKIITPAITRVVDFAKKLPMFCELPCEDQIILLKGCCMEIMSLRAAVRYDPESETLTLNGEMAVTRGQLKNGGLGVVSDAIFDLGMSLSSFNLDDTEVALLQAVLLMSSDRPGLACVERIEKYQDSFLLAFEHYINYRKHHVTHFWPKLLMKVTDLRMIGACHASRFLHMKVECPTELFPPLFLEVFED
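Fluorescence polarization of 20 nM Texas Red SRC2 peptide (20-aa NR interaction domain) bound to 0.6 uM human TRb ligand-binding domain, with 1 uM T3, after 5 hr at ambient temperature; inhibition seen as decreased polarization.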
* marks the source's active call; other numbers are inactive results; i = inactive; ? = inconclusive; . = no result given; & = joins results of further samples; [ ] = dose if it differs, or a comment. Unless noted, calls come from the whole dose curve; as a rule, active = well fitted curve in the direction sought with a large enough effect; inconclusive = small, poorly fitted or top-dose-only effect, or another doubt; inactive = no such curve, though single readings can be large; an effect the other way counts as inactive or inconclusive. Unless noted, % is set by controls: 0 for no effect and ±100 for the full control effect; potency is the fitted concentration of half-maximal effect. Only part of the results is shown; count on the stated rates, not on these rows.

SMILES	GoLoco inh red	Tau ThT inhib	TR SRC2 fluor cs	L3MBTL1 inh	RECQ1 helicase	KDM4E inh	Tau FP inhib	TRb SRC2 PPI
CCOC(=O)c1cnc(SC2CC(=O)N(c3ccc(OC)c(OC)c3)C2=O)nc1N (stereo unspecified)	-11%	-15%	-2%	-6%	i	-2%	4%	-1%
CC(C)(C)c1ccc(OCC(=O)NNC(=O)C2CCCO2)cc1 (stereo unspecified)	0%	1%	-5%	4%	-2%	?	7%[2.34 µM]	1%
CCOC(=O)Cc1cc(-c2ccc(O)cc2)nc2ccc3ccccc3c12	1%	-13%	-3%	1%	-6%	?	?	2%
Cc1nn(-c2ccccc2)c(=O)c2ccccc12	-2%	-1%	0%	5%	-10%	8%	-1%	2%
COc1ccc(/C=C/C(=O)NCCCc2ccccc2)cc1	5%	-11%	1%	0%	i	-4%	4%	-2%
CCOc1ccc(-n2c(O)cc(=O)[nH]c2=O)cc1	4%	.	0%	.	-5%	3%	?	0%
COC(=O)c1sccc1-c1ccc(/C=N/OC(=O)c2ccccc2)o1	10%	?	-4%	13%	-2%	?	-5%	-5%
CCC(Sc1nc(=O)cc(N)n1CCc1ccccc1)C(=O)Nc1cc(C)on1 (stereo unspecified)	9%	-13%	0%	2%	0%	-5%	5%	11%
C=CCC(=O)OCC(=O)Nc1ccc(Cl)cn1	-3%	-8%	0%	.	-2%	1%	2%	4%
CCOC(=O)c1nnn(CC(=O)N2N=C(c3ccc(Cl)cc3)CC2c2ccccc2)c1C(=O)OCC (stereo unspecified)	6%	-5%	3%	-1%	-7%	?	-3%	7%
COc1ccc(CN2CCC(CO)(Cc3cccc(C(F)(F)F)c3)CC2)cc1Cn1cccn1	-9%	-16%	-1%	-5%	-6%	-3%	2%	0%
CN1CCCN(Cc2ccc(Cl)cc2Cl)CC1	-35%	-19%	0%	.	-1%	?	-7%	5%
O=C1Nc2ccc(S(=O)(=O)N3CCCC3C(=O)O)c3cccc1c23 (stereo unspecified)	1%	-5%	1%	.	-10%	?	6%	6%
CN(C)c1nc(Oc2ccc(=O)n(C)n2)nc(N2CCOCC2)n1	4%	-5%	2%	-4%	-8%	3%	3%	2%
COc1cc(NC(=O)C2CCCN2S(=O)(=O)c2ccc3c(c2)CCC(=O)N3)cc(OC)c1 (stereo unspecified)	11%	-5%	-4%	-2%	-5%	8%	-7%	2%
O=c1oc(-c2ccc([N+](=O)[O-])cc2)nc2ccccc12	5%	?	-6%	?	i	-4%	4%	4%
Cc1ccc(C)c(NC(=S)N(C)CCc2ccccn2)c1	-9%	-8%	-2%	-7%	2%	-9%	-1%	1%
O=C(NC1CC(=O)N(c2cccc(F)c2)C1)c1cccs1 (stereo unspecified)	.	-14%	1%	.	.	.	-6%	9%
Cc1ccc(C2C3=C(CCCC3=O)Nc3c2c(C)nn3-c2ccccn2)o1 (stereo unspecified)	-1%	-5%	-4%	7%	i	?	-1%	5%
CCOC(=O)c1ccc(NC(=O)CSc2nnc(COc3ccccc3OC)n2C)cc1	10%	?	-2%	-6%	-2%	10%	-2%	-7%
Nc1cnc(-c2ccccc2)nc1Cl	8%	-6%	-2%	7%	-4%	7%	8%	-2%
CCOC(=O)C1CCN(c2ncnc3c2oc2ccccc23)CC1	4%	-15%	1%	0%	i	-1%	0%	-2%
O=C(Cc1ccccc1)Nn1c(-c2ccccc2F)nc2ccccc2c1=O	0%	-5%	-3%	.	-9%	8%	-2%	5%
CC(C)c1cccc2c([Si](C)(C)C)c3c(nc12)-c1cccc(=O)n1C3	13%	?	2%	.	i	?	-14%	-3%
CCc1nc2ccc(C(=O)NCc3ccc(SC)cc3)cc2nc1CC	.	-10%	-3%	.	.	.	-1%	-7%
COCCCN1C(=O)/C(=C\c2cccs2)C(C(=O)OC)=C1C	11%	?	1%	.	-2%	2%	-5%	8%
CCOC(=O)c1c(NC(=O)c2ccc(Cl)cc2)csc1C	4%	2%	4%	14%	-3%	0%	6%	-1%
Cc1cc(C)n2nc(C(=O)OCC(=O)c3c[nH]c4ccccc34)nc2n1	19%	-8%	-2%	4%	-3%	-2%	6%	-1%
Cn1c(CCN2CCOCC2)nc2cc(NC(=O)COc3ccccc3)ccc21	5%	-3%	-4%	2%	8%	?	2%	-10%
CCOc1ccc2nc(SC3CC(=O)N(c4ccc(OC)cc4OC)C3=O)sc2c1 (stereo unspecified)	18%	?	-5%	-7%	18%	-29%	8%	-7%
Brc1cnc(N2CCCC2)nc1N1CCCCC1	7%	-9%	1%	2%	-15%	0%	5%	2%
CCN(CC)C(=O)c1cccc(C)c1	4%&13%	5%	0%[201 µM]	1%	-7%&2%	4%	-3%	6%[201 µM]
CN(C)S(=O)(=O)c1cccc(N=c2scc(-c3ccc4c(c3)NC(=O)CO4)n2CC2CCCO2)c1 (stereo unspecified)	6%	?	-4%	.	-13%	-6%	10%	-12%
CC(Sc1oc(-c2cccs2)nc1S(=O)(=O)c1ccccc1)c1ccccc1 (stereo unspecified)	.	?	1%	.	.	.	-15%	-5%
O=C(CCc1ccc(S(=O)(=O)NCCc2ccccc2)cc1)NCc1ccco1	-2%	-10%	0%	-5%	7%	3%	0%	0%
O=C(Nc1ccccc1)c1ccc(=O)n(Cc2ccc(F)c(F)c2)c1	-3%	-4%	-2%	.	-1%	9%	-1%	0%
COC(=O)[C@H](CC(C)C)NC(=O)NC1CCCc2ccccc21 (stereo partly specified)	5%	-7%	-3%	6%	-5%	-1%	-4%	1%
NC(N)=NCCC[C@H](NC(=O)CC1(CC(=O)N2CCN(C3c4ccccc4NC(=O)c4ccccc43)CC2)CCCC1)C(=O)NCCn1c(=O)n(-c2ccccc2)n(-c2ccccc2)c1=O (stereo partly specified)	5%	?	2%	.	-3%	2%	-5%	3%
N#Cc1c(N)c(C(=O)c2ccccc2)n2c1CCC2	2%	-9%	-3%	-2%	-3%	-2%	2%	-6%
CCN(CC)C(=O)c1cn(CCC#N)nc1-c1ccc(F)cc1	0%	-6%	-1%	.	40µM*	6%	-14%	11%
COc1ccc2cc(C(=O)C3CCCN(C(=O)c4ccnn4C)C3)ccc2c1 (stereo unspecified)	7%	-12%	-2%	3%	-11%	?	-2%	3%
CCOC(=O)c1c(Nc2nc(C)c(C(=O)NC)s2)sc(C)c1C	19%	?	-2%	3%	-12%	?	5%	-2%
